# N370S GC: N370S glucocerebrosidase modulation, Gaucher chaperone candidate; P04062; actives 0.092% (n = 330,000); N370S GC spleen homogenate, 4MU-glucoside fluorescence; AID 2101; Potency, µM (highest dose often 59.4 µM), without a hit: at the top dose activity change, negative = inhibition, hits mostly inhibitors;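 also: 0% = full enzyme activity and -100% = no enzyme basal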
# DT40 TDP1 no CPT: qHTS for Inhibitors of human tyrosyl-DNA phosphodiesterase 1 (TDP1): qHTS in cells in absence of CPT. AID 686978, 2013. actives 15% (n = 420,000). DT40 Tdp1-/- hTDP1 cells, no CPT, ATP luminescence, 48 h. Potency, µM (top dose mostly 46.2 µM), inactives show at the highest dose activity change, negative = growth inhibition, actives largely listed as inhibitors; also: nearly all actives have a fitted effect of over 55% in size
#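 Seeded 400 DT40-hTDP1 cells/well (vehicle DMSO, no 20 nM CPT); pinned compounds; ≥48 hr at 37 °C; CellTiter-Glo luminescence as viability measure.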
# TDP1 block: blocks human tyrosyl-DNA phosphodiesterase 1. actives 0.28% (n = 350,000). Q9NUW8. Potency, µM (series often up to 130 µM), for inactives: at the top dose activity change, negative = inhibition, actives largely listed as inhibitors. recombinant TDP1, AlphaScreen DNA substrate cleavage; also: nearly all actives have a fitted effect of over 40% in size
# Target sequence (Q9NUW8 whole entry, looked up): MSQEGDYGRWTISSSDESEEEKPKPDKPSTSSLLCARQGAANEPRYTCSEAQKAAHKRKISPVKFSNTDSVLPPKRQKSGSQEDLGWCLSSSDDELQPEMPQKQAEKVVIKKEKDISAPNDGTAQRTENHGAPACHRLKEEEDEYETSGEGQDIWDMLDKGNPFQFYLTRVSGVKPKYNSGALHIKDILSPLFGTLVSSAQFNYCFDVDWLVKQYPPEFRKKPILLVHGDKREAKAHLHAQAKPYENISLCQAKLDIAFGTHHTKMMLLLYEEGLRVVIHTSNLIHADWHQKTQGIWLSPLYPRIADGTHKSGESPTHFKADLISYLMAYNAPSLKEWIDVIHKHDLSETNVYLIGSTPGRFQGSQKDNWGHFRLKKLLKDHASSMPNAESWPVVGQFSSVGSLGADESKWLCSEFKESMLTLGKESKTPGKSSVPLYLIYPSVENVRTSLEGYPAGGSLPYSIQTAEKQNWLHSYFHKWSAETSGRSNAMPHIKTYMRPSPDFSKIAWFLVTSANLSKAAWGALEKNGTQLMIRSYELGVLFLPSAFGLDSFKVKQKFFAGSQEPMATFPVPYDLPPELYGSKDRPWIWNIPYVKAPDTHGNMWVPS
#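 Signal: AlphaScreen proximity between streptavidin donor and anti-FITC acceptor beads on intact substrate. Reaction: Tdp1 1 nM, substrate 15 nM final, 5 min RT after 15 min compound preincubation.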
# The depositor's hits bear a star; ? = inconclusive; / = no result given; [ ] = another dose, or the depositor's remark. Calls follow the shape of the dose curve; as a rule, active = well fitted curve in the direction sought with a large enough effect; inconclusive = small, poorly fitted or top-dose-only effect, or another doubt; inactive = no such curve, though single readings can be large; an effect the other way counts as inactive or inconclusive. Unless noted, % is scaled to controls: 0 for no effect and ±100 for the full control effect; potency is read from the fitted curve at half-maximal effect. Only part of the results is shown; count on the stated rates, not on these rows.
smiles,N370S GC,DT40 TDP1 no CPT,TDP1 block
CCOC(=O)/C(C#N)=C/c1ccc(OC)c(OC)c1,5%,-5%,0%
COc1ccc2c(C=O)cn(C)c2c1,-19%,-15%,-5%
COc1ccc(N2CC(C(=O)NC3=NCCS3)CC2=O)cc1 (stereo not given),1%,3%,2%
O=C(NNC1=NS(=O)(=O)c2ccccc21)c1cccc([N+](=O)[O-])c1,1%,1%,/
O=C(CN1C(=O)COc2ccccc21)NNC(=O)Nc1ccccc1F,2%,-16%,11%
COc1cc(CCCN2C(=O)C(=O)NC[C@@H]2c2ccccc2)cc(OC)c1OC,23%,-8%,4%
CCN(C(=O)Cn1c(=O)oc2ccccc21)c1cccc(C(F)(F)F)c1,6%,-2%,-1%
CCOc1ccc2nc3sc(C(=O)N4CCN(C)CC4)c(N)c3cc2c1,-4%,?,5%
CCOc1ccc(N(C(=O)CNC(=O)c2ccco2)C(C(=O)NC2CCCC2)c2cccnc2)cc1 (stereo not given),-1%,-16%,5%[0.0935 µM]
Cc1ccc(NC(=O)c2oc3ccc4c(c3c2C)C(=O)CC(C)(C)O4)c(C)c1,/,?,5%
N#CC1(NC(=O)COc2ccccc2[N+](=O)[O-])CCCCC1,?,-29%,/
Cc1ccc(C(=O)NCc2ccc(Cl)cc2)cc1S(=O)(=O)N1CCCCC1,/,?,-3%
CCNC(=O)CCCN1C(=O)CCn2nc(-c3cccn3C)cc21,/,0%,1%
Clc1ccc(Cc2ccccc2)nn1,7%,-3%,1%
COC(=O)C1=C(C(=O)OC)[C@@H]2N(C)c3ccccc3[C@@]23C[C@@H](C(=O)OC)N(S(=O)(=O)c2ccc([N+](=O)[O-])cc2)C3=N1,11%[12.8 µM],/,17%[12.3 µM]
C(=N\c1nccs1)/Nc1nccs1,-6%,-17%,3%
Cc1ccc(-c2nc(C3CCCN(S(=O)(=O)c4ccc(C(C)(C)C)cc4)C3)no2)cc1 (stereo not given),5%,?,-1%
O=C(Nc1c(C(=O)N2CCN(c3ccccc3)CC2)oc2ccccc12)c1ccc(Br)o1,/,21µM*,6%
Cc1ccc(N(C)S(=O)(=O)c2nnc(NC(=O)C3CCCCC3)s2)cc1,/,-11%,0%
COc1cc(CN2CCc3ccccc3C2)ccc1O,-7%,0.46µM*,-2%
CCOc1ccc(CCNC(=O)COC(=O)/C=C/c2cccc(OC)c2)cc1OCC,-5%,7%,5%
O=C(NC1CCCCC1)C1c2ccccc2C(=O)N1Cc1ccc2c(c1)OCO2 (stereo not given),10%,1%,-3%
COc1cccc(NC(=O)Nc2nnc(Cc3ccc(F)cc3)s2)c1,-5%,0%,/
CC1CCCN(CC(=O)Nc2cc(Cl)ccc2Oc2ccccc2)C1 (stereo not given),-9%,16µM*,2%
C/C(=N\Nc1ccccn1)c1ccc2c(c1)OCO2,3%,?,3%
Cn1nc(C(=O)Nc2nc(-c3ccc(F)cc3)cs2)ccc1=O,-2%,6.5µM*,3%
COc1ccccc1NS(=O)(=O)c1ccc(O)c(C(=O)OCC(=O)c2ccc(Cl)cc2Cl)c1,-1%,-12%,-5%
COC(=O)/C=c1\sc2ncnn2c1=O,2%,13µM*,/
O=C1COc2ccc(C(=O)COC(=O)CNC(=O)c3ccco3)cc2N1,-10%,15%,0%
CCN(C(=O)c1ccc(C(C)(C)C)cc1)c1nnc(Cn2nnc3ccccc32)s1,19%,8.2µM*,1%

# In another format: entries from further up.
# Every second line gives: N370S GC	DT40 TDP1 no CPT	TDP1 block
O=C(NNC1=NS(=O)(=O)c2ccccc21)c1cccc([N+](=O)[O-])c1
    1%	1%	/
O=C(CN1C(=O)COc2ccccc21)NNC(=O)Nc1ccccc1F
    2%	-16%	11%
COc1cc(CCCN2C(=O)C(=O)NC[C@@H]2c2ccccc2)cc(OC)c1OC
    23%	-8%	4%

# The results go on:
smiles,N370S GC,DT40 TDP1 no CPT,TDP1 block
O=C(O)c1ccc(/C=C2\SC(=Nc3ccccc3)N(c3ccccc3)C2=O)cc1,-2%,-16%,5%
COc1ccc(S(=O)(=O)N2CCC(n3cnc4ccccc43)CC2)cc1,-16%,-30%,2%
O=c1nc2ccccc2c2n1CC(CN1CCN(c3ccccc3F)CC1)N2 (stereo not given),16%,13µM*,3%
COc1ccc(C(CC(=O)Nc2ccc(Cl)cc2F)NC(=O)C(F)(F)F)cc1 (stereo not given),-1%,?,3%
O=C(Nc1ccc2oc(-c3ccc(Cl)c(Cl)c3)nc2c1)c1ncn[nH]1,1%,5.2µM*,-4%
O=c1cnc2cnc(Oc3ccccc3)nc2n1CCc1ccccc1,4%,-18%,/
COc1ccc(N2C(S)=C(C#N)C(=O)NC2c2ccco2)cc1 (stereo not given),0%,?,3%
O=C(O)CCCCc1nc2ccccc2s1,4%,10%,2%
O=S1(=O)CCN(C(CCO)c2cccc(C(F)(F)F)c2)CC1 (stereo not given),-12%,-1%,3%
CC(=O)Nc1ccc(NC(=O)c2ccc(-c3ccccc3Cl)o2)cc1,-12%,-28%,/
CCC1(CC)Cc2ccccc2-c2nc(CN(C)C)[nH]c(=O)c21,0%,16µM*,/
Cc1ccc(C(=O)C(C)Oc2cccc(NC(=O)c3ccco3)c2)cc1 (stereo not given),7%,26µM*,8%[56.1 µM]
C[C@@H]1ON(C2CCCCC2)[C@H]2c3nc4ccccc4n3C[C@@H]12,-10%,-8%,/
O=C(CS(=O)(=O)c1ccccc1)N1CCCCC1,0%,19%,3%[56.1 µM]
c1cc(CNCCCN2CCOCC2)ccn1,-2%,-7%,2%
CC1CCC(NS(=O)(=O)c2cccc3nsnc23)CC1 (stereo not given),-3%,-7%,-11%
O=C1CCC(C(=O)N2CCCCCC2)CN1CCc1ccc(Cl)cc1 (stereo not given),-1%,-1%,0%
C=CCN(C(=O)CNC(=O)c1cccs1)C(C(=O)NC(C)(C)C)c1ccccc1 (stereo not given),-20%,1%,-2%
CC1=NN(C(N)=S)C(=O)C1N=Nc1ccc(Cl)cc1Cl (stereo not given),3%,?,9%
CC(C)(C)NC(=O)CSc1nnc(-c2c[nH]c3ccccc23)o1,-1%,-1%,/
NC(=O)CCS(=O)(=O)c1ccc(Cl)cc1,-3%,-12%,3%
Nc1nc(N)nc(-c2cc(F)ccc2O)n1,/,?,-1%
CC1(C)CCC(C)(C)NC(=S)N1,10%,?,0%
N/C(Cc1ccc([N+](=O)[O-])cc1)=N\OC(=O)C(c1ccccc1)c1ccccc1,9%,-27%,9%
CCOc1ccc(-n2c(N)c(C(=O)NCc3cccnc3)sc2=S)cc1,1%,-12%,-3%
CCc1nn2c(=O)cc(COC(=O)c3ccccc3NC(=O)c3ccc(C(C)(C)C)cc3)nc2s1,/,-23%,6%
COc1ccc(C(=O)Nc2cccc(OC)c2)cc1,2%,?,-4%
Cc1cccc(C)c1NC(=O)c1cc(S(=O)(=O)N2CCc3ccccc32)cn1C,-4%,-23%,/
Cc1cc(=O)n2c(-c3ccccc3C)n[nH]c2n1,2%,-3%,0%
O=C1/C(=C/c2ccco2)SC(=S)N1c1cccnc1,9%,-25%,/
Cc1ccc(S(=O)(=O)N2CC(=NO)C2)cc1,-10%,5%,6%
Cc1ccc2c(c1)[C@H]1[C@H](CO2)[C@H](c2ccccc2)[C@]2(C)C(=O)N(Cc3ccco3)CC(=O)N12,/,?,1%
C/C(=N/NC(=O)c1ccc(C)s1)c1cccc(NC(=O)COc2ccc(Cl)cc2C)c1,2%[12.8 µM],?,2%
Cc1csc2nc(CNC(=O)C3CC=CCC3C(=O)O)cn12 (stereo not given),-1%,-1%,4%
CNC(=O)c1cc2ccc(OC)cc2oc1=O,?,-4%,2%
CC1=C/C(=N\NC(=S)Nc2cccnc2)CC(C)(C)C1,-28%,2.1µM*,8%
O=C(c1cccs1)N(Cc1cccnc1)c1nc2c(F)cc(F)cc2s1,/,?,0%
CN1CCN(C(CNC(=O)c2ccccc2F)c2ccc3c(c2)OCO3)CC1 (stereo not given),/,4%,3%
Cc1ccc(NC(=O)COc2ncnc3c(Cl)cc(Cl)cc23)cc1[N+](=O)[O-],18%,?,1%
Cn1c(CSCc2ccc(F)cc2)nnc1SCC(=O)Nc1nccs1,-8%,13µM*,0%
Cc1cccc(C)c1NC1=NCCCCC1,-1%,0%,2%
O=C(CN1CCCC1)NN=C(c1ccccc1)c1ccccc1,2%,0%,5%
COc1ccc(CNC(=O)C/C(C)=N/NC(=O)Cc2ccc(OC)cc2)cc1,-11%,-9%,0%
Cn1c(CNC(=O)CCNC(=O)c2cccc(F)c2)cc(=O)n(C)c1=O,4%,-1%,4%
CC(=O)Nc1ccc(OC(=O)c2ccco2)cc1,?,-11%,-2%
CCCCC(=O)Nc1ccc2c(c1)nc(CN1CCN(C(=O)OCC)CC1)n2C,1%,-29%,/
CCc1cc(=O)oc2cc(C)c3c(C)coc3c12,5%,-3%,11%
O=C(COc1ccccc1F)Nc1nc(-c2ccccn2)cs1,/,4.6µM*,2%
COC(=O)c1ccc(-n2nnnc2SCC(=O)NCc2cccc(C(=O)O)c2)cc1,-17%,1%,2%
Cc1cc2cc(CNC(=O)c3ccco3)ccc2n1C,3%,-14%,/
Cc1cnc(NC(=O)c2c(Cl)cnn2C)s1,0%,0%,2%
O=C1COc2ccc(-c3cc(-c4ccccc4)c4c(n3)-c3ccccc3OC4)cc2N1,/,9.2µM*,8%
Cn1c(CNC(=O)Nc2ccccc2)nnc1SCc1ccccc1,3%,-6%,2%
CC(=O)Nc1ccc(/C(C)=N/NC(=O)c2ccc(F)cc2)cc1,4%,-21%,1%
Fc1cc2nc(-c3ccncc3)[nH]c2cc1F,-14%,?,4%
CCCc1nn2c(=O)cc(COC(=O)c3ccccc3NC(=O)COc3ccccc3F)nc2s1,/,?,4%
O=C(Nc1cccc(Cl)c1)Nc1nnc(-c2ccncc2)s1,-18%,5.8µM*,8%
Cc1[nH][nH]c(=O)c1C(c1c(C)[nH][nH]c1=O)c1cn(Cc2ccc(F)cc2)c2ccccc12,9%,5.2µM*,8%
Cc1ccc(C(=O)Oc2coc(CSc3nnc(NC(=O)C4CC4)s3)cc2=O)cc1C,3%,4%,3%
O=C(NNC(=O)c1cc2ccccc2cc1O)Nc1ccc(Br)cc1,?,5%,2%[56.1 µM]

# Three successive records from above, quoted:
smiles,N370S GC,DT40 TDP1 no CPT,TDP1 block
Cc1cccc(C)c1NC(=O)c1cc(S(=O)(=O)N2CCc3ccccc32)cn1C,-4%,-23%,/
Cc1cc(=O)n2c(-c3ccccc3C)n[nH]c2n1,2%,-3%,0%
O=C1/C(=C/c2ccco2)SC(=S)N1c1cccnc1,9%,-25%,/

# Next entries follow:
Compound	N370S GC	DT40 TDP1 no CPT	TDP1 block
COc1ccc(N(CC(=O)Nc2ccc(C)cc2C)S(=O)(=O)c2ccccc2[N+](=O)[O-])c(OC)c1	-16%	?	4%
Cc1ccccc1NC(=O)c1sc2nc3c(c(-c4ccco4)c2c1N)CCCC3	12%	?	0%
COc1ccc(NC(=O)Cn2nnc(-c3ccccc3NS(=O)(=O)c3ccc(OC)cc3)n2)cc1	7%	?	5%
O=C(NC1CCCCC1)c1ccc(Cn2cc(Cl)cn2)cc1	24%	-6%	-4%
O=C1CCCC2=C1C(c1ccc3c(c1)OCO3)c1c([nH]n(-c3ccccc3)c1=O)N2 (stereo not given)	6%	13µM*	9%
Cc1ccc2nc(NCc3ccccc3)c3nncn3c2c1	/	-1%	-2%
COc1ccc(C(=O)Cc2cnn(-c3ccccc3)c2)c(O)c1	9%	?	1%
Cc1nc(N2CCOCC2)c2nc(-c3ccccc3)n(CCCN(C)C)c2n1	-14%	/	1%
COc1cc(/C=N/NC(=O)c2ccc(COc3cc(C)ccc3C(C)C)cc2)cc(OC)c1O	8%	13µM*	-5%
O=C(NCCc1ccccc1)c1ccc(=O)oc1	0%	-14%	0%
COc1ccc(CCC(=O)NCCS(=O)(=O)N2CCN(c3ccc(F)cc3)CC2)cc1	-1%	?	-4%
O=C(COC(=O)c1ccc([N+](=O)[O-])cc1Cl)NCc1ccco1	/	17%	1%
COC(=O)c1ccc(N2CCS(=O)(=O)CC2)cc1	1%	-9%	-3%
O=C(CSc1nnnn1-c1cccnc1)Nc1cccc(Cl)c1	-13%	-10%	11%
COc1ccc(C(=O)NNC2=CC(=O)CC(C)(C)C2)cc1	-5%	15%	8%
COc1cccc2sc(=NC(=O)CS(=O)(=O)c3ccc(Cl)cc3)n(C)c12	-4%	2.3µM*	0%
CCCN1CN(Cc2ccco2)c2nc3ccccc3n2C1	-8%	?	6%
